RPL19A-GFP yeast: yeast TOR pathway RPL19A-GFP modulation. 0.3% of 330,000 active. percent response vs DMSO, % at 10 µM. AID 2025. S. cerevisiae RPL19A-GFP strain, flow cytometry, 3 h; active compounds read low;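 active = percent response vs DMSO below 50%; inconclusive = fewer than 70 events counted for the yeast strain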;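 note: median channel GFP fluorescence of the barcoded RPL19A-GFP strain; ratio of sample median GFP to plate DMSO average so 100% = DMSO; lower means less RPL19A-GFP as with rapamycin TOR inhibition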
MEP2 TOR yeast: alters MEP2-GFP fluorescence in TOR pathway yeast screen. S. cerevisiae MEP2-GFP strain, flow cytometry GFP, 3 h; 100% = DMSO control level. GFP response vs DMSO, % at 10 µM. 0.51% of 330,000 active;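 active = GFP response versus DMSO above a set limit, roughly screen mean plus 3 SD, cut at about 180% in these data; inconclusive = fewer than 70 cells counted for a yeast strain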;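 note: median GFP fluorescence of the barcode-gated MEP2-GFP cells per well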
proCasp3 act: procaspase-3 (human) activation; P42574; recombinant procaspase-3 D3A, Ac-DEVD-pNA absorbance 405 nm; activation, % at 8.5 µM; 0.11% of 330,000 active; AID 463141;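 active = activation above the mean of all tested compounds plus 3 SD, cut at about 21% in these data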;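 note: 0% = DMSO alone and 100% = DMSO wells spiked with extra 5 µM PC-3 D3A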
Target sequence (P42574 whole entry D9A/D28A/D175A): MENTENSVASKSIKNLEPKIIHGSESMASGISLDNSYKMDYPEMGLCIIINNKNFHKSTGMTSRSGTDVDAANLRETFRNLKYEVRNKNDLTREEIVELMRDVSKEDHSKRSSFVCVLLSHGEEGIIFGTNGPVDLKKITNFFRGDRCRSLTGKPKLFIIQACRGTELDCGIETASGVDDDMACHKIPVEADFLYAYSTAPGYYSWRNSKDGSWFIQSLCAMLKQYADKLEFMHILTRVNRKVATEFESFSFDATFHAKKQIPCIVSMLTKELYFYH
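System: Procaspase-3 D3A mutant. Medium: Zinc-free 300 mM NaCl, 50 mM HEPES, 0.01% Triton X-100. Schedule: 1 h preincubation plus 2 h reaction at 25 °C. Measured by: 405 nm absorbance of p-nitroaniline, reads at 0 and 120 min. Read-out: percent activation relative to control range.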
JMJD2C inh: human JMJD2C demethylase inhibition; Q9H3R0; GST-JMJD2C(1-420) H3K9me3 demethylation, DELFIA europium; inhibition, % at 2.35 µM; 0.069% of 330,000 active;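 active = more than half of a compound's replicate wells show inhibition beyond 50%, single wells judged on their own value; inconclusive = some, but no more than half, of replicates pass 50% inhibition; inactive = no replicate passes 50% inhibition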;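 note: signal counts dimethyl H3K9 product captured on neutravidin plate; 0% = median of DMSO wells and 100% = 0.3 times that DMSO median; strong numbers were not always called active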
Target sequence (Q9H3R0 1-420 limits assumed): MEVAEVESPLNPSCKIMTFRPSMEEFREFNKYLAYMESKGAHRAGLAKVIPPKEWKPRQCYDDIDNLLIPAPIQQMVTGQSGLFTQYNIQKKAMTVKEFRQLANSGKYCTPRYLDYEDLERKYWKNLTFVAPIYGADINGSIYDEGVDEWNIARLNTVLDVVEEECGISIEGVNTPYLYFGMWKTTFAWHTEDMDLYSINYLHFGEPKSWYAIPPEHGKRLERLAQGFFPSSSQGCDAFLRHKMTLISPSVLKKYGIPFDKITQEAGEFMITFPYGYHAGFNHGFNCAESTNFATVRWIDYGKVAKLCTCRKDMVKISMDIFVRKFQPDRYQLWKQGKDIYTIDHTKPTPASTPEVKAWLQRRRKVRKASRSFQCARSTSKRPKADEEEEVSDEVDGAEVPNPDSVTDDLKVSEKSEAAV
AHR act: human AHR activation; AHR-responsive luciferase reporter cells, luminescence; activation, % at 5 µM; 2.5% of 320,000 active; AID 2796; in the data active = activation above about 47%;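 note: 0% = vehicle wells and 100% = reference agonist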
procasp7 counter: activates human procaspase-7, counter-screen for procaspase-3 activators. P55210. recombinant procaspase-7, Ac-DEVD-pNA absorbance 405 nm; D23A/D198A/D206A triple mutant, cannot self-cleave; scale: DMSO 0, 5 µM enzyme 100. activation, % at 8.5 µM. 0.093% of 330,000 active;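 active = percent activation above the screen-wide mean plus 3 SD, cut at about 25% in these data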
Target sequence (P55210 whole entry D23A/D198A/D206A): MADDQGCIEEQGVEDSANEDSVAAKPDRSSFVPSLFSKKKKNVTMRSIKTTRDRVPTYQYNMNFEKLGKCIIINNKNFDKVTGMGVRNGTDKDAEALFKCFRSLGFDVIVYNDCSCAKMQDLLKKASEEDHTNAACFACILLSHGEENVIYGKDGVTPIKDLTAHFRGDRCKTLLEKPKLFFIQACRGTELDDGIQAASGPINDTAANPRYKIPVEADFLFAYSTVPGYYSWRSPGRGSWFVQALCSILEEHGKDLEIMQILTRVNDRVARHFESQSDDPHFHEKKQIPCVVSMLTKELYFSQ
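System: Uncleavable procaspase-7 mutant enzyme; Amount: 2 µM procaspase-7 mutant as dispensed; Schedule: 1 h compound preincubation, 2 h substrate cleavage, 25 °C; Measured by: 405 nm absorbance of p-nitroaniline; Evaluation: percent activation from buffer-corrected 0–120 min absorbance change; Control set: low DMSO alone, high DMSO plus 5 µM PC-7.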
CR mimetic SO: caloric restriction mimetics inhibiting age-related superoxide in yeast; AID 2690; S. cerevisiae aged cells, superoxide DHE fluorescence; active compounds read low; superoxide response (% of plate mean), % at 10 µM; 0.18% of 330,000 active;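 active = superoxide response under a set limit, about three screen SD below normal, cut at about 65% in these data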;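 note: yeast aged for seven days with compound at 30 °C before DHE staining; 100% = average MFI of all compound-treated wells on the plate with controls excluded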
LAP4 TOR yeast: yeast TOR pathway LAP4-GFP modulation; GFP response vs DMSO, % at 10 µM; S. cerevisiae LAP4-GFP multiplex, flow cytometry GFP, 3 h; median GFP as percent of DMSO wells; AID 2023; 0.34% of 320,000 active;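 active = GFP response vs DMSO above a set limit, about the screen mean plus 3 SD, cut at about 150% in these data; inconclusive = under 70 cell events counted for the yeast strain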
* hit, by the source's call; ? = inconclusive; . = not tested or not shown; & = joins results of further samples.

SMILES	RPL19A-GFP yeast	MEP2 TOR yeast	proCasp3 act	JMJD2C inh	AHR act	procasp7 counter	CR mimetic SO	LAP4 TOR yeast
CCCCc1cc(=O)oc2cc(OC(C)C(=O)NCc3ccccn3)c(Cl)cc12 (centres undefined)	100	106	0	4	-2	-4	101	107
Cc1cccc(NC(=O)C2CCCC2)c1	108	104	-3	-5	9	-9	91	99
CC1(C)CC2(CCO1)N1CC3(C)CN2CC(C)(C1)C3=O (centres undefined)	99	103	-12	11	0	1	108	96
Cc1nc(C#N)c(N/N=C/c2c(F)cccc2Cl)o1	99	95	-11	7	10	0	93	100
Cc1ccc(S(=O)(=O)Nc2cc(-c3ccc(Cl)cc3)nn2C)cc1	94	86	0	1	2	5	118	107
Cc1cn(S(=O)(=O)c2cc(Br)ccc2Br)cn1	104	104	-8	16	0	6	122	100
CC(c1ccccc1)n1cc(C(=O)NCc2ccncc2)nn1 (centres undefined)	97	111	7	-47	0	5	82	97
O=C/C(=C\Nc1ccc(Br)cc1)c1nc2ccccc2o1	110	104	-1	2	49*	-2	94	97
O=C(Nc1cccc(S(=O)(=O)N2CCOCC2)c1)C1CC1	101	106	-3	7	-1	4	83	110
CC(=O)c1nnn(-c2nc(N3CCCC3)nc(N(c3ccccc3)c3ccccc3)n2)c1C	103	106	-4	62&40	-1	5	107	98
N#C/C(=C1\C(=O)Nc2c(Cl)cc(Cl)cc21)c1nnc2n1CCCCC2	99	96	-4	-14	4	1	109	101
c1ccc(CSc2ncn(-c3ccccc3)n2)cc1	89	89	1	3	-2	-1	92	93
CCn1cc(C(=O)O)c(=O)c2cc(F)c(N3CCN(C(=S)NC(=O)c4cc(OC)cc(OC)c4)CC3)cc21	103	97	4	4	2	2	76	93
Cc1ccccc1N1OC2C(=O)N(c3ccc(F)cc3)C(=O)C2C1c1ccccn1 (centres undefined)	99	94	-3	?	3	-8	103	95
C/C(=N\NS(=O)(=O)c1c(C)cc(C)cc1C)c1ccncc1	103	106	0	5	7	0	103	101
COc1ccc(Br)cc1CN1CCN(C(=O)c2ccco2)CC1	101	97	1	13	7	0	100	98
Cc1ccc(NC(=O)C(c2ccccc2)N2CCN(CC(=O)N3CCOCC3)CC2)cc1Cl (centres undefined)	99	103	9	-41	2	-1	99	111
CN(C)c1ccc(-n2cccc2)cc1	92	105	2	-17	-3	3	108	118
CC12CCC(C(=O)O)(c3nc(C#N)c(C#N)nc31)C2(C)C (centres undefined)	99	106	0	4	3	4	91	104
O=C(Nc1ccccc1F)c1ccccc1-c1ccc(C(F)(F)F)cc1	99	100	-2	-3	1	5	95	97

An excerpt of these results, in markdown:
| SMILES | RPL19A-GFP yeast | MEP2 TOR yeast | proCasp3 act | JMJD2C inh | AHR act | procasp7 counter | CR mimetic SO | LAP4 TOR yeast |
| --- | --- | --- | --- | --- | --- | --- | --- | --- |
| CC1(C)CC2(CCO1)N1CC3(C)CN2CC(C)(C1)C3=O (centres undefined) | 99 | 103 | -12 | 11 | 0 | 1 | 108 | 96 |
| Cc1nc(C#N)c(N/N=C/c2c(F)cccc2Cl)o1 | 99 | 95 | -11 | 7 | 10 | 0 | 93 | 100 |

The main list resumes, starting three compounds before the break.
SMILES	RPL19A-GFP yeast	MEP2 TOR yeast	proCasp3 act	JMJD2C inh	AHR act	procasp7 counter	CR mimetic SO	LAP4 TOR yeast
CN(C)c1ccc(-n2cccc2)cc1	92	105	2	-17	-3	3	108	118
CC12CCC(C(=O)O)(c3nc(C#N)c(C#N)nc31)C2(C)C (centres undefined)	99	106	0	4	3	4	91	104
O=C(Nc1ccccc1F)c1ccccc1-c1ccc(C(F)(F)F)cc1	99	100	-2	-3	1	5	95	97
O=C(Nc1cccc(-n2cnnn2)c1)c1cccnc1	94	93	-3	-7	5	10	127	82
O=C(CN1CCN(S(=O)(=O)c2ccc(F)cc2)CC1)NCC1(N2CCOCC2)CCCCC1	94	98	10	-3	-1	1	93	91
O=C(Nc1nncs1)c1ccc(S(=O)(=O)c2ccccc2)cc1	107	102	4	-22	0	1	102	100
COc1ccc(OCCSc2ncccn2)cc1	96	105	4	0	-1	2	88	102
O=C(N/N=C/c1cc(Br)c(Br)s1)c1ccncc1	104	100	-4	72	20	-3	102	90
O=C1CC(N2CCN(CCc3ccccn3)CC2)C(=O)N1c1ccc(Cl)cc1 (centres undefined)	99	100	-8	14	19	-2	100	.
COC(=O)c1ccc(C(C(=O)NCc2ccccc2)N(Cc2ccco2)C(=O)c2cnccn2)cc1 (centres undefined)	99	99	-3	-8	0	1	106	97
COc1ccc(C(=O)O)cc1S(=O)(=O)NC1CCN(Cc2ccccc2)CC1	97	100	-7	-7	-1	4	97	97
Cc1cc(SCCOc2ccccc2)nc(N)n1	89	87	-2	-13	1	-5	93	94
COC(=O)N1[C@H](Cc2ccccc2)C=C[C@]1(C)C(=O)O	104	95	9	-6	3	-2	113	107
COC(=O)c1ccc2[nH]c([C@H](C)O)c([C@H](C)O)c2c1	98	99	9	1	9	-3	104	93
CCCn1c(C2CCCN2c2nc(-c3cccc(Br)c3)cs2)nc2cc(Cl)c(Cl)cc21 (centres undefined)	100	94	-3	-18	6	-10	112	114
CCOc1cc(N2CCOCC2)c(OCC)cc1NC(=O)CSc1ccccc1C(=O)O	99	95	4	.	3	4	101	97
COc1cc2c(cc1OC)C(C)N(C(=O)c1cc3ccccc3o1)CC2 (centres undefined)	100	104	0	0	-9	2	107	114
O=C(Nc1ccc(Cn2cccn2)cc1)c1ccc(COc2cccc(Br)c2)cc1	106	98	0	-11	10	9	102	109
CC1(C(=O)O)Oc2cccnc2NC1=O (centres undefined)	90	86	-5	4	-1	7	106	89
O=C1CSC(=S)N1c1cccc(Cl)c1	105	110	-7	-15	2	-18	108	85
COc1ccccc1NC(=O)Cn1c(=O)n(-c2ccccc2)c(=O)c2oc3ccccc3c21	94	91	0	-1	1	5	111	93
Cc1ccsc1C(=O)OC1CCOC1=O (centres undefined)	97	91	-8	11	0	5	103	94
O=C(c1cccc(N2C(=O)C3CC=CCC3C2=O)c1)N1CCCCCC1 (centres undefined)	95	96	-4	155	-4	9	82	97
O=C(CC12CC3CC(CC(C3)C1)C2)N/N=C\c1ccc[nH]1	106	105	7	3	5	3	103	93
COc1ccc2sc(N3C(=O)CC(Cc4cccc(C)c4)C3=O)nc2c1 (centres undefined)	109	92	-42	1	8	3	107	92
CC(NC(=O)c1ccccc1)c1ccc(Br)cc1 (centres undefined)	98	98	-5	-2	0	4	97	99
C#CCOCCOCCOCCNc1nc(N2CCN(C(=O)[C@H]([C@@H](C)CC)n3cc(CCCN=C(N)N)nn3)CC2)nc(N2CCN(C(=O)[C@H](CCCCN)n3cc(CCCC)nn3)CC2)n1	101	102	16	-12	0	-4	103	95
CCc1cccc(NC(=O)COC(=O)/C=C/c2cccs2)c1	96	103	10	2	1	5	99	118
CCN(CC)CCNC(=O)C(=O)NCC1OCCN1C(=O)c1ccc2c(c1)OCO2 (centres undefined)	100	102	4	-11	-3	4	111	93
CCOC(=O)c1ccc2c(c1)nc(SC(C)C(=O)NCC1CCCO1)n2CC (centres undefined)	105	109	11	-4	-1	8	74	107
CC(=O)Nc1ccc(C(=O)OCC(=O)N(C)C2CCCCC2)cc1	100	106	-5	22	3	7	91	103
CC1CN(Cc2nc3c(c(=O)n(C)c(=O)n3C)n2CC(=O)c2ccccc2)CC(C)O1 (centres undefined)	99	103	0	-6	0	0	121	98
Nc1nnc(SCC(=O)Nc2cccc(S(=O)(=O)N3CCCCC3)c2)s1	98	99	5	10	-2	1	114	104

Reprinted at random: six entries already listed
SMILES	RPL19A-GFP yeast	MEP2 TOR yeast	proCasp3 act	JMJD2C inh	AHR act	procasp7 counter	CR mimetic SO	LAP4 TOR yeast
Nc1nnc(SCC(=O)Nc2cccc(S(=O)(=O)N3CCCCC3)c2)s1	98	99	5	10	-2	1	114	104
COc1ccc2sc(N3C(=O)CC(Cc4cccc(C)c4)C3=O)nc2c1 (centres undefined)	109	92	-42	1	8	3	107	92
CC(=O)Nc1ccc(C(=O)OCC(=O)N(C)C2CCCCC2)cc1	100	106	-5	22	3	7	91	103
CC1CN(Cc2nc3c(c(=O)n(C)c(=O)n3C)n2CC(=O)c2ccccc2)CC(C)O1 (centres undefined)	99	103	0	-6	0	0	121	98
CCc1cccc(NC(=O)COC(=O)/C=C/c2cccs2)c1	96	103	10	2	1	5	99	118
C#CCOCCOCCOCCNc1nc(N2CCN(C(=O)[C@H]([C@@H](C)CC)n3cc(CCCN=C(N)N)nn3)CC2)nc(N2CCN(C(=O)[C@H](CCCCN)n3cc(CCCC)nn3)CC2)n1	101	102	16	-12	0	-4	103	95

Later entries:
SMILES	RPL19A-GFP yeast	MEP2 TOR yeast	proCasp3 act	JMJD2C inh	AHR act	procasp7 counter	CR mimetic SO	LAP4 TOR yeast
O=C(CN(CC1CCCO1)C(=O)CNS(=O)(=O)c1ccc(F)cc1)NCC1CCCO1 (centres undefined)	94	97	2	-3	-3	6	92	89
COc1cc(/C=N/NC(N)=O)ccc1OCC(=O)Nc1ccc(C)c(C)c1	102	103	5	-10	45	-3	95	98
Fc1ccccc1/C=N/n1c(COc2ccccc2)n[nH]c1=S	88	87	-17	-11	10	-29	100	100
C=CCNC(=S)Nc1ccc(N(C)C)cc1	96	95	-6	8	8	8	107	104
CCOc1ccc(N(CC(=O)Nc2ccc(Br)cc2)S(C)(=O)=O)cc1	100	100	-2	29	7	11	89	87
CC(C)c1ccccc1NC(=O)c1cccnc1	?	?	-2	-7	12	-7	113	?
O=S(=O)(Nc1ncnc2sc3c(c12)CCC3)c1ccc2ccccc2c1	93	95	-3	-1	3	4	103	91
CCn1c(SCC(=O)Nc2ccc(F)cc2)nnc1C1CC1	97	94	0	14	0	3	119	94
CCC(=O)N1CCc2cc(S(=O)(=O)N3CCN(c4ccccc4Cl)CC3)ccc21	104	109	13	13	-2	11	86	102
C/C(=N\NC(=O)COc1ccc(C)cc1[N+](=O)[O-])c1ccc2c(c1)OCCO2	93	91	0	9	0	-7	96	79
COc1ccc(C2CC(=O)c3sc(N)nc3C2)cc1 (centres undefined)	101	100	-3	-50	5	8	102	96
O=C(COC(=O)c1ccccc1NCCO)NCC1CCCCC1	103	102	0	21	1	2	90	105
O=C(c1cccc(S(=O)(=O)NCc2ccccc2)c1)N1CCCCC1	103	108	2	-7	0	5	106	114

Screens deposited in PubChem BioAssay by several laboratories.
